Screens: PubChem BioAssay, National Center for Advancing Translational Sciences (NCATS)
CRE-bla Fsk = CRE-bla signaling modulation under forskolin stimulation. Potency, µM (series often up to 38.2 µM), without a hit: at the highest dose activity change, negative = inhibition, most hits filed as activators. AID 662. actives 2.5% (n = 71,000). CHO CRE-bla reporter (cAMP response element driving beta-lactamase), forskolin EC10, beta-lactamase ratio; active = well fitted activation curve with a large enough effect in the signal ratio, with a control signal flat, not every such curve was filed as active; inconclusive = small, poorly fitted or top-dose-only effect, or effect the other way, or a change in a side signal; the % refers to the signal ratio; note: potency is the fitted concentration of half-maximal effect; % of control where 0% means no effect
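qHTS titration format; CRE-bla CHO reporter; stimulus EC10 NKH 477, a water-soluble forskolin. Read: CCF4 460/530 nm ratio. Potency expressed as AC50 for activators or inhibitors.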
Pol III holo inh = DNA polymerase III holoenzyme inhibition; actives 0.25% (n = 71,000); AID 603; reconstituted DNA polymerase III holoenzyme replication, biochemical; Potency, µM (highest dose often 57.1 µM), without a hit: at the top dose activity change, negative = inhibition; note: potency is the fitted concentration of half-maximal effect; % is set by controls: 0 for no effect and ±100 for the full control effect
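Reconstituted *E. coli* holoenzyme (0.35 nM Pol III, 1 nM beta, 154 nM SSB, 2 nM primase) was preincubated with compound for 15 min at RT. Synthesis on 1.4 nM ssM13Gori ran 35 min, then was stopped with PicoGreen/EDTA and read as dsDNA fluorescence.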
A350 fluor = A350 region autofluorescence. max dye-equivalent concentration, M. AID 590. actives 11% (n = 59,000). Compound autofluorescence, 340/450 nm, Alexa 350 dye-equivalents; active compounds read high; in the data active = max dye-equivalent concentration above about 10 nM; inconclusive = mostly about 1.1 nM to 9.6 nM
BRCT inh red = inhibitors of human BRCA1 BRCT-phosphoprotein interaction (red fluorophore); P38398; BRCT-phosphopeptide binding, red fluorescence polarization; Potency, µM (titrated, usually from 76.9 µM), without a hit: at the top dose activity change, negative = inhibition, actives largely listed as inhibitors; actives 0.03% (n = 75,000); AID 892; note: % is set by controls: 0 for no effect and ±100 for the full control effect
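Rhodamine-labelled pBACH1 10-mer (100 nM) bound to BRCT domain (100 nM) at pH 7.3; compounds incubated 12 min room temperature, polarization read. Free peptide defines full inhibition; unlabelled decapeptide titrated as control.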
ALOX15 inhib = 15-hLO (ALOX15) enzyme inhibition; Potency, µM (series often up to 57.1 µM), for the others: at the highest dose activity change, negative = inhibition, hits mostly inhibitors; purified 15hLO-1, xylenol orange hydroperoxide absorbance; AID 887; actives 1.4% (n = 74,000); note: potency is the fitted concentration of half-maximal effect; % is set by controls: 0 for no effect and ±100 for the full control effect; nearly all actives have a fitted effect of over 55% in size
Target sequence (P16050 whole entry, looked up): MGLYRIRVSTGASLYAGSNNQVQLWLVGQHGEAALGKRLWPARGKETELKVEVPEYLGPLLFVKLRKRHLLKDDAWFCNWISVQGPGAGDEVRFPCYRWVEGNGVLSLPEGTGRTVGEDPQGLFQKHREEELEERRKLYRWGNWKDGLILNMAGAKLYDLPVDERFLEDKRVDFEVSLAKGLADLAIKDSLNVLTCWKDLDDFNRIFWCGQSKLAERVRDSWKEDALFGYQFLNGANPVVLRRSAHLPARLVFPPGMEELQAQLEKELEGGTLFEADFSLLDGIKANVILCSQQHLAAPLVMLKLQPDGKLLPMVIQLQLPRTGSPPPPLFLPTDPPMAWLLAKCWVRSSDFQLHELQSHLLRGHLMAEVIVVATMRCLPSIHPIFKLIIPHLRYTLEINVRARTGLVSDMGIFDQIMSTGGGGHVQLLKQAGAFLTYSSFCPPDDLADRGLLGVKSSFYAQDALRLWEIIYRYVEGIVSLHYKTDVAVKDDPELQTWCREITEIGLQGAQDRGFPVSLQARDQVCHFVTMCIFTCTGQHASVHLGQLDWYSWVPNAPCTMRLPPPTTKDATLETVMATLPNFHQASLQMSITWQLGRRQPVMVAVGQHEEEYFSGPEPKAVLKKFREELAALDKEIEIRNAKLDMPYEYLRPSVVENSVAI
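Quantitative HTS in 25 mM Hepes pH 7.5 containing 0.01% Triton X-100: human 15hLO-1 at 40 nM, arachidonic acid at 50 uM, 6 min turnover. Product quantified via ferrous oxidation/xylenol orange, 573:405 nm absorbance ratio.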
4-MU autofl = 4-MU region autofluorescence. compound autofluorescence, 340/450 nm, 4-MU equivalents; active compounds read high. max dye-equivalent concentration, M. actives 11% (n = 59,000). AID 589; in the data active = max dye-equivalent concentration above about 10 nM; inconclusive = mostly about 1.1 nM to 9.6 nM
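Compounds in 100 mM Tris, pH 8.0, incubated 15 min at room temperature, then fluorescence read at 340 nm excitation/450 nm emission. Signal converted to 4-MU dye-equivalent concentration using an on-plate six-point 4-MU standard curve.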
GFP derepression = epigenetic modulators derepressing GFP locus in mouse cells; actives 0.09% (n = 68,000); Potency, µM (top dose mostly 46.1 µM), for the others: at the top dose GFP derepression (activation); mouse C127i GFP locus derepression, cytometry, 30 h; note: % of control where 0% means no effect
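Locus derepression in mouse mammary C127i cells whose integrated CMV-GFP reporter is normally silent; GFP expression after 30 h compound treatment was quantified by counting fluorescent cells.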
BRCT inh green = blocks human BRCA1 BRCT binding to phosphopeptide, green readout; AID 875; BRCA1 BRCT-phosphopeptide binding, green fluorescence polarization; actives 0.05% (n = 75,000); Potency, µM (series often up to 76.9 µM), for inactives: at the top dose activity change, negative = inhibition, usual class: inhibitors;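 note: potency is the fitted concentration of half-maximal effect; plate controls were peptide without protein for full effect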
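Fluorescence polarization: His-tagged BRCT (~35 kDa BRCA1 C-terminus, 250 nM) bound to 100 nM fluorescein-labeled phosphorylated 10-aa BACH1 peptide, pH 7.3 phosphate buffer with DTT and Tween 20. Compounds incubated 12 min at room temperature; inhibition read as lowered polarization.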
UbGFP stabilizer = proteasome inhibitors stabilizing ubiquitin-GFP reporter. Ubiquitin-GFP reporter cells, proteasome inhibition, GFP fluorescence; response scale: untreated = 0%, 10 µM MG-132 = 100%. Potency, µM (highest dose often 45.9 µM), for inactives: top-dose activation (GFP accumulation), most hits filed as activators. 67,000 tested, under 10 active. AID 526; active = well fitted activation curve with a large enough effect, not every such curve was filed as active; inconclusive = small, poorly fitted or top-dose-only effect, or another doubt; inactive = no such curve, though single readings can be large or run the other way; note: potency is the fitted concentration of half-maximal effect
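Proteasome block read as GFP accumulation: ubiquitin(G76V)-GFP U2OS cells exposed to compound (2.9 nM–46 uM) for 4 hr at 37 C. Normalization used untreated cells as 0% and 10 uM MG-132 as 100%; concentration-response curves fitted.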
Hsp90 Hop PPI = changes Hsp90-Hop TPR2A binding signal, up or down; AlphaScreen TPR2A-His6 binding biotin-Hsp90 C-terminal peptide; Potency, µM (series often up to 57 µM), for inactives: at the top dose activity change, negative = inhibition; actives 0.44% (n = 71,000); active = well fitted curve in either direction with a large enough effect; inconclusive = small, poorly fitted or top-dose-only effect, or another doubt; note: potency is the fitted concentration of half-maximal effect; % is set by controls: 0 for no effect and ±100 for the full control effect; many of its hits are not listed in these tables
HBB splicing = modulators of hemoglobin beta chain splicing | HBB splicing reporter cell assay, activation; EGFP reporter with mutant IVS2-654 intron; response scale: normalised to 500 nM splice-correcting PNA | Potency, µM (titrated, usually from 46.1 µM), inactives show at the highest dose activation, hits mostly activators | actives 0.06% (n = 65,000); note: potency is the fitted concentration of half-maximal effect; 0% is about no effect
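Compounds were applied for 2 days to HeLa EGFP-654 cells, 500/well in Optimem with 2% FCS. The reporter's EGFP is disrupted by mis-splicing of beta-globin intron IVS2-654. Readout: summed well GFP fluorescence from 488 nm laser scanning; reference was 500 nM antisense […] 654 PNA.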
Starred values were filed as active, the others as inactive; i = inactive; u = inconclusive; x = no result given; & = joins results of further samples; [ ] = dose if it differs, or a comment. Unless noted, calls come from the whole dose curve; as a rule, active = well fitted curve in the direction sought with a large enough effect; inconclusive = small, poorly fitted or top-dose-only effect, or another doubt; inactive = no such curve, though single readings can be large; an effect the other way counts as inactive or inconclusive.

[1] CN1CCc2nc(SCC(=O)Nc3ccc(F)cc3)c(C#N)cc2C1
[2] CS(=O)(=O)N1CCC2(CC1)CN(Cc1ccc(C#N)cc1)C2
[3] COC(=O)Cc1c(C)nc2nc(-c3ccccc3)[nH]n2c1=O
[4] Cc1cc(N2CCN(c3ccccc3)CC2)n2nnnc2n1
[5] Cc1ccc(C)c(NC(=O)CSc2nnc(CCCCCNC(=O)OC(C)(C)C)o2)c1
[6] Oc1c(I)cc(Cl)c2cccnc12
[7] COc1ccc(CCN(C)CCCOc2ccc(S(=O)(=O)c3[nH]c4ccccc4c3C(C)C)cc2)cc1OC
[8] S=c1[nH]ncc2ccccc12
assay / entry	1	2	3	4	5	6	7	8
CRE-bla Fsk	-3%	-5%	-13%	u	u	u	u	-10%
Pol III holo inh	-1%	-5%	9%	0%	11%	1%	-5%	-15%
A350 fluor	u	i	i	i	i	i	x	i
BRCT inh red	-1.8%	0.5%	0.6%	0.8%	0.3%	0.8%	-0.5%	1.7%
ALOX15 inhib	-30%	-1%	-17%	2%	-2%	23%[25.6 µM]	-1%[25.6 µM]	-8%
4-MU autofl	u	i	i	i	i	i	x	i
GFP derepression	4%	-2%[9.22 µM]	0%	-1%	-3%	4%&-2%[20.6 µM]	1%	-2%
BRCT inh green	0.2%	-2.4%	0.4%	-0.6%	0.7%	-1.5%[3.08 µM]	0.8%	-2.0%
UbGFP stabilizer	-3%	-4%	1%	18%	-7%	-5%[20.5 µM]	-6%	x
Hsp90 Hop PPI	-6%	-2%	-18%	-9%	5%	-7%	u	-4%
HBB splicing	x	3.4%	-0.8%	2.3%	-2.1%[1.84 µM]	-0.5%	x	0.6%[0.369 µM]

[9] CC(=O)Nc1ccc(OC(F)(F)C(F)C(F)(F)F)c(NC(C)=O)c1 (configuration not stated)
[10] Cc1cc2ccccc2c(=O)n1CC(=O)NCC(=O)N1CCN(c2cccc(Cl)c2)CC1
[11] COc1ccc2[nH]c3cc4c(=O)c5cc(OC)ccc5[nH]c4cc3c(=O)c2c1
[12] Cc1ccc2nc3c(cc(C#N)c(=O)n3CC3CCCO3)c(=O)n2c1 (configuration not stated)
[13] Clc1ccc([C@H](Cn2ccnc2)OCc2csc3c(Cl)cccc23)c(Cl)c1
[14] COc1ccc(S(=O)(=O)N2CCOCC2)cc1C(C)C
[15] O=C(N[C@@H](c1ccccc1)[C@@H]1C[C@H]1C(=O)O)OCc1ccccc1
[16] Cc1ccc(CN2C(=O)CCC2C(=O)NCCCN2CCCCC2C)cc1 (configuration not stated)
assay / entry	9	10	11	12	13	14	15	16
CRE-bla Fsk	16%[7.6 µM]	u	-1%[7.6 µM]	1.3µM*	29%[17.1 µM]	-8%	19%	u
Pol III holo inh	7%[11.4 µM]	-9%	-13%[11.4 µM]	-3%	-1%[25.6 µM]	-4%	-4%	-4%
A350 fluor	x	i	i	1.3e-05M*	i	i	x	i
BRCT inh red	0.2%	-2.7%	-1.4%[15.4 µM]	-0.2%	-0.4%[34.4 µM]	-2.4%	0.2%	-2.1%
ALOX15 inhib	4%[11.4 µM]	-12%	6%[11.4 µM]	0%	24%[25.6 µM]	2%	x	-6%
4-MU autofl	x	i	i	9e-06M*	i	i	x	i
GFP derepression	0%	1%	1%[9.22 µM]	4%	-2%[20.6 µM]	-3%	x	3%
BRCT inh green	-1.2%	-4.9%	-0.4%[15.4 µM]	-1.4%	-1.8%[34.4 µM]	-2.5%	-1.5%	-1.1%
UbGFP stabilizer	11%[9.17 µM]	-8%	4%[9.17 µM]	3%	-4%[20.5 µM]	2%	x	-2%
Hsp90 Hop PPI	-5%[11 µM]	2%	-3%[11 µM]	-2%	-7%[26 µM]	0%	-2%	1%
HBB splicing	-0.4%[0.0738 µM]	-0.2%	3.2%[9.22 µM]	-0.8%[57.5 µM]	1.3%[20.6 µM]	-0.7%	0.7%	-0.7%

[17] Cc1nc(C)c(C(=O)Nc2cccc(C)c2C)o1
[18] COc1ccc(NC(=O)CC(Cc2ccccc2)C(=O)O)cc1 (configuration not stated)
[19] Cc1cnc(CNc2ncncc2-c2cccnc2)cn1
[20] O=C1CC(NC23CC4CC(CC(C4)C2)C3)C(=O)N1c1ccc2c(c1)OCO2 (configuration not stated)
[21] CC(=O)NCCOc1c(C)cc(S(N)(=O)=O)cc1C
[22] COc1ccc(Cn2c(CCC(=O)NCc3ccco3)nc3cccnc32)cc1
[23] Cc1cccc(OCC(=O)NCc2ccncc2)c1C
[24] CC1(C)CC(=O)C(C(C2=C(O)CC(C)(C)CC2=O)c2cccc(O)c2)C(=O)C1 (configuration not stated)
assay / entry	17	18	19	20	21	22	23	24
CRE-bla Fsk	3%	0%	-1%	u	2%	3%	-3%	-9%
Pol III holo inh	-6%	5%	3%	-3%	-7%	-7%	-3%	-1%
A350 fluor	x	i	i	i	x	i	x	x
BRCT inh red	1.0%	-1.6%	-1.8%	1.4%	1.0%	-0.4%	0.7%	1.1%
ALOX15 inhib	-13%	-2%	-1%	-10%	9%	-22%	6%	1%
4-MU autofl	x	i	i	i	x	i	x	x
GFP derepression	x	1%	3%[9.22 µM]	1%	5%	-3%	x	-2%
BRCT inh green	0.8%	-1.1%	-0.2%	-4.2%	-0.5%	-0.5%	2.4%	-2.3%
UbGFP stabilizer	-3%	-3%	-2%	8%	3%	0%	11%	-9%
Hsp90 Hop PPI	-7%[2.3 µM]	0%	-8%	0%	-2%	-1%	-4%[2.3 µM]	0%
HBB splicing	0.5%	x	0.9%	2.5%	-5.2%	6.4%	0.7%	-0.5%[9.22 µM]

Entries of single compounds from above:
`Cc1cnc(CNc2ncncc2-c2cccnc2)cn1` as listed: CRE-bla Fsk: -1%; Pol III holo inh: 3%; A350 fluor: i; BRCT inh red: -1.8%; ALOX15 inhib: -1%; 4-MU autofl: i; GFP derepression: 3%[9.22 µM]; BRCT inh green: -0.2%; UbGFP stabilizer: -2%; Hsp90 Hop PPI: -8%; HBB splicing: 0.9%
`COc1ccc(NC(=O)CC(Cc2ccccc2)C(=O)O)cc1` (configuration not stated) as listed: CRE-bla Fsk: 0%; Pol III holo inh: 5%; A350 fluor: i; BRCT inh red: -1.6%; ALOX15 inhib: -2%; 4-MU autofl: i; GFP derepression: 1%; BRCT inh green: -1.1%; UbGFP stabilizer: -3%; Hsp90 Hop PPI: 0%; HBB splicing: x

Next records
[25] CCN(CCNC(=O)C1CCN(c2nnc(-n3cccc3)s2)CC1)c1ccccc1
[26] COc1ccc(-n2cnnc2SCC(=O)c2ccc(S(=O)(=O)N3CCOCC3)cc2)cc1
[27] CCOC(=O)N1CCN(C(=O)CSc2nc3ccccc3c(=O)n2-c2ccccc2)CC1
[28] CC(C)CN1CCC2(CC1)CCN(C(=O)c1cccn1C)CC2
[29] O=C(COc1ccc(S(=O)(=O)NC2CCCCC2)cc1)NCC1CCCO1 (configuration not stated)
[30] CC(=O)C1=C(C)OC(N)=C(C#N)C1c1ccco1 (configuration not stated)
[31] CCOc1ccc(C(C)(N)C(=O)O)cc1 (configuration not stated)
[32] CN(c1ccc(C(=O)NCc2ccccc2)cc1)S(C)(=O)=O
[33] Cc1c(C(=O)OCC2CCCO2)[nH]c2c1C(=O)CC(c1ccco1)C2 (configuration not stated)
[34] Cn1c(C(=O)NCc2ccccn2)cc2c(=O)n(C)c3ccccc3c21
assay / entry	25	26	27	28	29	30	31	32	33	34
CRE-bla Fsk	-22%	-10%	u	0%	-4%	-4%	1%	-2%	u	5µM*
Pol III holo inh	-1%	u	-3%	-9%	-6%	-1%	-12%	-2%	-1%	-14%
A350 fluor	x	i	i	i	i	u	i	i	i	x
BRCT inh red	0.2%	1.0%	0.4%	1.3%	-0.9%	-2.7%	0.1%	1.0%	-0.1%	-1.9%
ALOX15 inhib	-5%	1%	-1%	-2%	-4%	-26%	-8%	-12%	-1%	-6%
4-MU autofl	x	i	i	i	i	u	i	i	i	x
GFP derepression	-2%	4%	0%	2%[9.22 µM]	-1%	2%	-3%	3%	0%	x
BRCT inh green	-0.2%	5.0%	7.2%	-1.8%	-0.2%	-2.9%	-0.8%	-0.3%	-2.9%	3.0%
UbGFP stabilizer	0%	-4%	4%	-2%	9%	-7%	-4%	1%	8%	-5%
Hsp90 Hop PPI	-4%	-6%	-2%	-2%	-3%	-6%	-3%	1%	-5%	0%[2.3 µM]
HBB splicing	-0.6%	0.1%[57.5 µM]	-3.1%	0.7%	-1.5%	1.8%	-0.1%	0.2%	-0.8%	-1.2%
